# From PubChem BioAssay
# KLF5 inhibitor – kruppel-like factor 5 inhibition. inhibition, % at 5 µM. 290,000 tested, 0.23% active. DLD-1 KLF5 promoter-luciferase reporter, luminescence;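 active = inhibition above a per-plate limit of that plate's mean compound inhibition plus 3 SD, cut at about 60% in these data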;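 note: 0% = DMSO wells and 100% = LY294002 at 200 µM; higher means less KLF5 promoter-driven luciferase light; inactives centre near -14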
# HSF-1 act – increases HSF-1 driven luciferase reporter signal; NIH3T3-HGL HSF-1 luciferase reporter, MG132, 8 h; 100% = twice DMSO control signal; activation, % at 9 µM; 300,000 tested, 1.7% active; AID 504408;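 active = mean replicate activation of at least 50% with a set share of replicates each reaching 50%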;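 note: 0% = median of the neutral control wells and 100% = twice that signal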
# IEC-6 tox – IEC-6 cytotoxicity, counter-screen for KLF5 inhibitors; luminescence viability; inhibition, % at 5 µM; 290,000 tested, 0.78% active; AID 1825; in the data active = inhibition above about 22%;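 note: 0% = plate median of test compound wells and 100% = cytotoxic reference compound wells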
# GSK3A inh – inhibitors of human GSK-3 alpha kinase; P49840; ADP-Glo luminescence, 60 min; inhibition, % at 10 µM; 320,000 tested, 0.1% active; AID 2650;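 in the data active = inhibition above about 50%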;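 note: GST-tagged GSK-3 alpha with peptide substrate and 25 µM ATP; 0% = DMSO neutral wells and 100% = GW8510 positive control wells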
# Target sequence (P49840 whole entry, looked up): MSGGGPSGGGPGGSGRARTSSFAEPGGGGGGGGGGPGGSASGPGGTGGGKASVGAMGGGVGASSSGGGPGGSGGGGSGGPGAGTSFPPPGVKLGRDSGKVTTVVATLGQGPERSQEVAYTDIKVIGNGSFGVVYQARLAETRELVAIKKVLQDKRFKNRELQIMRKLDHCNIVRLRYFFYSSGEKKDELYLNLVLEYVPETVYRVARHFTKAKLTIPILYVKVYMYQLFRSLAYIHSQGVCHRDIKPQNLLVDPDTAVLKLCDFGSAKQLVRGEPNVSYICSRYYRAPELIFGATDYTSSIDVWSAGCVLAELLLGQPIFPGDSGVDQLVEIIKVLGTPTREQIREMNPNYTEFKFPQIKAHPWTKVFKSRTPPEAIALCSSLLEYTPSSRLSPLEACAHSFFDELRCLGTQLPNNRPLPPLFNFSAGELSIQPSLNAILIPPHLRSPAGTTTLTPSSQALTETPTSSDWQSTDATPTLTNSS
# AI-2 QS modul – Vibrio harveyi AI-2 quorum sensing modulation; 300,000 tested, 0.4% active; activity change, % at 7.5 µM; Vibrio harveyi JMH597 AI-2 luminescence/OD600 ratio, 9 h; hits give low values; strain lacks LuxN and CqsS sensors; 0 = neutral-control median; in the data active = activity change below about -75%, passing the limit was not always enough;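 note: luminescence divided by OD600 gain over 9 h not by final OD600 alone; inactives centre near 13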
# GSK3B inh – blocks human GSK3beta kinase activity; GST-GSK3beta kinase, ADP-Glo luminescence, 60 min; hits give low values; activity score (negative = inhibition), % at 10 µM; 300,000 tested, 0.038% active; P49841;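 active = more than half of replicate wells score below -50%, meaning over 50% inhibition versus plate controls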;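 note: 0% = median DMSO wells and -100% = median GW8510 positive control wells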
# Target sequence (P49841 whole entry, looked up): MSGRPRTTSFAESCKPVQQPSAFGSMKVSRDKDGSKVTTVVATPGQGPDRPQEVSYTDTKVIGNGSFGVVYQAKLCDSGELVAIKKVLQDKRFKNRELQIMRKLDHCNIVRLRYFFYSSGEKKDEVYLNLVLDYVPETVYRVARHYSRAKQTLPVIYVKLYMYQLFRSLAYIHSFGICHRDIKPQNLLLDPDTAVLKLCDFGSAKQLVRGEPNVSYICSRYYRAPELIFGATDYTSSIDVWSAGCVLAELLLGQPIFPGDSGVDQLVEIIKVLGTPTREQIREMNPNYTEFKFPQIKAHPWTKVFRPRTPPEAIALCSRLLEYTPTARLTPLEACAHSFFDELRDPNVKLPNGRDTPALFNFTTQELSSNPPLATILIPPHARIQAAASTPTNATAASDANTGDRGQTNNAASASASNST
#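 Test system: GST-tagged human GSK3beta kinase, cell-free; evaluation: activity score scaled between in-plate DMSO and GW8510 controls; measured by: ADP-Glo luminescence; incubation: 60 min reaction, RT; benchmarks: DMSO and 20 µM GW8510; reagent: peptide substrate plus 25 µM ATP (final); medium: Tris/MgCl2 kinase buffer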
# HSP90 refold inh – inhibitors of HSP90 luciferase refolding in rabbit reticulocyte lysate. luciferase refolding luminescence, 3 h. inhibition, % at 5.6 µM. 290,000 tested, 0.91% active. AID 1789;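 active = inhibition above the screen-wide mean plus 3 SD, computed separately per campaign, cut at about 16% in these data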;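 note: 0% = DMSO wells and 100% = 60 µM geldanamycin wells; inhibitors lower the luminescence because luciferase stays unfolded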
# HSF1 inh – HSF1 inhibition | 300,000 tested, 0.77% active | NIH3T3-HGL HSE-luciferase, MG132-induced, luminescence 8 h; hits give low values | activity change, negative = inhibition, % at 7.5 µM (by protocol);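 active = more than half of replicate wells show activity change below -50%, luminescence cut by over half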;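 note: luciferase reports HSF-1 transcriptional activity via heat shock element; 0% = median of DMSO wells and -100% = zero luminescence signal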
# aSyn 5UTR inh – 5' untranslated region of α-synuclein, MLPCN primary screen | alpha-synuclein 5'UTR reporter, inhibitor activity | inhibition, % (tested at 7.5 µM) | 300,000 tested, 0.82% active | AID 1813; in the data active = inhibition above about 60%;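 note: H4 neuroglioblastoma cells stably carrying SNCA 5'UTR luciferase fusion; 0% = DMSO wells and 100% = positive control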
# PolyA inh – inhibitors of polyadenylation in S. cerevisiae; S. cerevisiae SKY197-pL101 polyadenylation reporter, beta-gal luminescence; efflux-impaired pdr1/pdr3 knockout yeast; score 100 = 6 SD above DMSO; AID 1875; calls only at 12 µM; 300,000 tested, 0.02% active;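 active = lowest replicate activity score at least 50, where 100 means six control SD above control mean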;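 note: yeast exposed to compound for 9 h at 30 °C; higher score means more reporter readthrough which indicates perturbed polyadenylation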
# Numbers without * were called inactive; i = inactive; / = not tested or not shown. Only part of the results is shown; the hit share may differ from the screen's.
# Below each SMILES – KLF5 inhibitor, HSF-1 act, IEC-6 tox, GSK3A inh, AI-2 QS modul, GSK3B inh, HSP90 refold inh, HSF1 inh, aSyn 5UTR inh, PolyA inh
1	Cc1cc(-c2n[nH]c(=S)n2/N=C/c2ccc(Br)s2)n[nH]1
  -0.7, 3.2, 7.6, 4.5, 5.3, 0.2, -5.7, -6.6, 18.1, i
2	COc1ccc(Cc2nnc(SCC(=O)NCc3ccco3)o2)cc1
  2.7, -2.4, 0.8, -0.4, 32.5, 2.3, -0.5, 6.7, -12.1, i
3	N#C/C(=N\Nc1ccccc1)C(=N)N1CCCCC1
  -187.4, 39.7, -2.1, 4.1, 1.8, 4.8, -3.3, 21.6, -77.7, i
4	Cc1cc(/C=C2\SC(=S)NC2=O)cc(C)c1O
  -44.4, 22.6, 5.0, 5.0, 32.3, -3.8, -2.2, -0.5, -23.5, /
5	O=C(NC1CC1)c1cc2c(s1)CS(=O)(=O)C2
  -1.1, -1.0, -6.2, -45.3, 22.9, -4.5, -0.7, -6.1, 1.1, i
6	O=C(NC(=S)Nc1cccc(Cl)c1Cl)C1CC1
  -11.7, 12.4, 0.7, 8.1, -56.5, -1.7, 7.5, 4.4, -31.7, i
7	CCN(CC)C(=O)CSc1nnc(CCN)o1
  -37.0, /, 4.1, 0.2, /, /, 1.3, /, /, /
8	Cc1ccccc1CNC(=O)c1ccc(CSCc2ccccc2)cc1
  11.8, 3.3, 1.1, -3.7, 15.0, 4.5, 4.7, 5.8, 11.1, i
9	CCCCCC(=O)NC(NC(=S)Nc1ccc(S(N)(=O)=O)cc1)C(Cl)(Cl)Cl (stereo unspecified)
  17.2, -3.5, -4.7, /, -0.9, -0.3, -2.0, 3.4, 8.5, i
10	O=C(c1cc(N2CCCCC2)nc2ccccc12)N1CCOCC1
  -42.6, -7.7, 0.1, -0.1, 10.8, 3.0, 4.0, -3.3, 1.5, i
11	COC(=O)c1sc(N2C(=O)C(O)=C(C(=O)c3ccc(C)o3)C2c2ccc([N+](=O)[O-])cc2)nc1C (stereo unspecified)
  -19.4, 19.1, -5.0, -3.3, 40.8, 3.6, 10.0, 6.4, -8.3, i
12	CNC(=S)N=Nc1c(O)[nH]c2ccc(C(C)C)cc12
  -10.7, 29.1, 11.2, -0.6, 4.7, -0.6, -1.3, 5.6, -0.6, i
13	Cc1ccc(C(=O)NCCc2ccccn2)cc1S(=O)(=O)N1CCOCC1
  -33.4, 25.5, -0.1, 0.1, -3.2, 0.0, -4.7, 4.2, -10.9, i
14	N#Cc1c(-c2ccco2)nc(SCC(=O)Nc2cccc(Cl)c2)[nH]c1=O
  7.3, 12.7, -1.2, -2.2, 12.4, -0.9, -2.4, 0.1, -18.3, i
15	O=S(=O)(NCC1CCCO1)c1ccc(Cl)cc1 (stereo unspecified)
  -75.5, -1.1, -1.7, 1.0, 24.7, -0.7, -1.2, -2.1, 1.4, i
16	O=C(CCCCCN1C(=O)c2cccc3cccc(c23)C1=O)NC1CCS(=O)(=O)C1 (stereo unspecified)
  4.0, 3.1, 5.0, -2.9, 6.7, 0.0, 0.1, 4.2, -4.2, i
17	N#Cc1nc(-c2ccco2)oc1N1CCC(Cc2ccccc2)CC1
  -24.8, 39.7, -3.9, -2.8, 3.5, 0.3, -2.0, 6.7, 0.2, i
18	O=C(COc1ccc(Cl)cc1Cl)NCCSc1ccc(Cl)cc1
  -19.9, 2.1, -4.5, 0.2, 7.2, 0.2, 0.9, 11.3, 2.2, i
19	C/C=C/C(=O)Nc1cccc(C2=NOC3(C2)C[C@@H](C(N)=O)N(C(=O)C(c2ccccc2)c2ccccc2)C3)c1 (stereo partly specified)
  /, -3.8, /, -3.4, 15.6, -4.4, /, -3.3, 15.8, i
20	CCOc1ccc(C(=O)OC(C)CN2CCN(C)CC2)cc1 (stereo unspecified)
  -95.2, 27.2, -2.5, -2.1, 9.5, 0.7, -5.2, 1.2, -1.3, i
21	O=C(c1ccco1)N1CCN(C(=O)C(Sc2ccccc2)c2ccccc2)CC1 (stereo unspecified)
  -8.2, /, -3.4, 1.9, 22.0, 0.9, 0.3, /, 22.4, i
22	CC(C)Cn1c(N)c(C(=O)COC(=O)c2cccnc2Cl)c(=O)n(C)c1=O
  -9.4, -16.3, 9.0, 1.2, 8.1, 2.8, 1.1, -1.2, -12.2, i
23	O=C(O)c1ccc(CNCc2ccc(Cl)cc2)cc1
  -19.8, 16.2, -3.0, -2.8, 39.1, -0.1, 0.6, -0.6, -14.4, i
24	Cc1cc(Cl)ccc1OCC(=O)N/N=C/c1ccc(OC2OC(CO)C(O)C(O)C2O)cc1 (stereo unspecified)
  -11.7, -0.2, 2.4, 0.8, 24.5, -2.3, 3.7, -3.8, 0.8, i
25	CC(=O)Nc1ccc(OCC(O)CN2CCN(c3cc(Cl)ccc3C)CC2)cc1 (stereo unspecified)
  -29.6, -6.5, 8.0, 0.1, 19.2, -6.7, -0.1, 0.3, 14.7, i
26	COc1ccc(Cl)cc1Nc1nnc(-c2ccncc2)s1
  -54.2, 18.4, 0.0, 0.2, -0.7, 1.3, 5.5, 6.5, -29.2, i
27	Cc1cccc(OCc2nc(-c3cccnc3)no2)c1
  -36.3, 33.0, -0.8, -1.5, 3.7, -0.4, 4.7, 8.3, -50.2, i
28	CCOC(=O)c1c(C)n(C)c2ccc(OC)c(NC(=O)CN3CCSCC3)c12
  -7.8, -92.8, -3.2, /, 5.2, -0.6, -0.6, -90.7*, 15.7, i
29	O=C(CN1C(=O)CSc2ccccc21)N/N=C/c1ccco1
  -8.5, 5.6, -3.2, -17.6, 6.9, 1.0, -2.1, -4.4, 10.3, i
30	O=S(=O)(NNc1ccc(Cl)nn1)c1ccc(F)cc1
  -24.9, -4.7, -7.7, -0.1, 1.9, -0.4, -1.1, -1.8, 6.2, i
31	CC(=O)c1cc2c(cc1NS(=O)(=O)c1cccc(C(=O)O)c1)OCO2
  -7.3, -17.2, -7.7, -3.9, 30.2, 0.1, -3.4, -4.5, -20.6, i
32	Cc1cc(C)c(C#N)c(SCc2nnc(-c3ccccc3)o2)n1
  56.8, -87.8, -3.5, -1.7, 31.6, -2.1, 67.1*, -85.4*, 102.4*, i
33	COC(=O)c1sc2ccccc2c1N
  -17.9, -0.6, 3.7, /, 5.0, -1.2, -3.9, 5.6, -58.2, i
34	Cc1ccc(/C(N)=N/OC(=O)c2ccco2)cc1
  -141.5, 55.4*, 7.2, -2.1, 19.1, 1.4, 7.8, 26.3, -39.7, i
35	CCOC(=O)c1c(C)nc2sc3c(c2c1-c1ccc(OC)cc1)NC(c1ccc(OC)cc1)NC3=O (stereo unspecified)
  -7.4, 0.0, 0.2, /, -11.6, 1.6, 0.2, 0.7, 7.0, i
36	N#C/C(=C\c1ccc(N2CCOCC2)o1)c1ccccc1
  -24.3, 38.9, 3.0, -1.1, 14.5, -4.8, 1.9, 27.8, -222.7, i
37	O=C(COC(=O)c1nn(-c2ccccc2C(F)(F)F)cc1O)c1ccc(OC(F)F)cc1
  /, -5.3, /, -0.8, 29.2, 5.7, /, -1.7, -2.3, i
38	N#Cc1ccc(C23CC4(C2)[C@H](CN(Cc2cccnc2)[C@@H]4c2ccccc2)C3c2ccccc2)cc1 (stereo partly specified)
  /, 1.3, /, -1.8, 37.9, -1.5, /, -1.2, 15.8, i
39	O=C(c1cccc2nc3ccccc3nc12)N1CCOCC1
  -23.8, -7.9, 10.3, -1.4, 16.7, 1.2, 0.3, -3.6, 15.5, i
40	COC(=O)CC(NC(=O)c1cccs1)c1ccc(OC)c(OC)c1 (stereo unspecified)
  -15.6, -12.4, 0.7, -0.1, 20.5, 0.0, 2.3, -14.4, 4.3, i
41	CCn1cc(C(=O)Nc2ncccc2O)c(=O)c2cc(F)c(N3CCN(C(=O)c4ccco4)CC3)cc21
  -18.5, -0.4, -2.7, -1.5, 27.2, /, -4.0, -1.4, -15.5, i
42	Nc1nc(COc2ccc3ccccc3c2)cs1
  -110.8, 13.2, -1.0, -1.4, 23.3, 0.0, -4.2, 17.1, -78.9, i
43	CCCc1cc(C(=O)NC2CCCCC2)no1
  -40.9, 16.4, -4.3, -2.0, 15.6, 1.8, -0.9, 19.7, -146.4, i
44	CCc1c(O)nc(SCc2ccccc2)n(C(C)CC)c1=O (stereo unspecified)
  -8.7, -13.6, -0.7, /, 4.4, -4.0, -1.0, -3.9, 19.2, i
45	Cc1ccc(NC(=O)CNc2cccc(S(=O)(=O)N3CCCC3)c2)cc1F
  /, 12.7, /, 6.4, 6.3, -1.8, /, 4.6, -0.3, i
46	Cc1ccccc1N=Cc1cc2c(cc1O)OC(N)=C(C#N)C2c1ccccc1 (stereo unspecified)
  4.3, -5.7, -0.3, 3.2, 27.5, -0.5, -0.9, -8.7, -9.9, i
47	C=C(Cl)COC(=O)[C@H]1C2C=CC(C2)C1C(=O)O (stereo partly specified)
  -12.8, -1.6, 0.0, -2.8, 21.6, -0.5, -0.2, 4.4, 5.0, i

# Part of the list above, with tabs.
item	smiles	KLF5 inhibitor	HSF-1 act	IEC-6 tox	GSK3A inh	AI-2 QS modul	GSK3B inh	HSP90 refold inh	HSF1 inh	aSyn 5UTR inh	PolyA inh
41	CCn1cc(C(=O)Nc2ncccc2O)c(=O)c2cc(F)c(N3CCN(C(=O)c4ccco4)CC3)cc21	-18.5	-0.4	-2.7	-1.5	27.2	/	-4.0	-1.4	-15.5	i
42	Nc1nc(COc2ccc3ccccc3c2)cs1	-110.8	13.2	-1.0	-1.4	23.3	0.0	-4.2	17.1	-78.9	i
43	CCCc1cc(C(=O)NC2CCCCC2)no1	-40.9	16.4	-4.3	-2.0	15.6	1.8	-0.9	19.7	-146.4	i
44	CCc1c(O)nc(SCc2ccccc2)n(C(C)CC)c1=O (stereo unspecified)	-8.7	-13.6	-0.7	/	4.4	-4.0	-1.0	-3.9	19.2	i
45	Cc1ccc(NC(=O)CNc2cccc(S(=O)(=O)N3CCCC3)c2)cc1F	/	12.7	/	6.4	6.3	-1.8	/	4.6	-0.3	i
46	Cc1ccccc1N=Cc1cc2c(cc1O)OC(N)=C(C#N)C2c1ccccc1 (stereo unspecified)	4.3	-5.7	-0.3	3.2	27.5	-0.5	-0.9	-8.7	-9.9	i
47	C=C(Cl)COC(=O)[C@H]1C2C=CC(C2)C1C(=O)O (stereo partly specified)	-12.8	-1.6	0.0	-2.8	21.6	-0.5	-0.2	4.4	5.0	i
